DENV2 CPE rescue: inhibitors of DENV2 cytopathic effect. DENV2-infected cells, cytopathic effect rescue, plate reader. 350,000 compounds, 1.7% hits. CPE inhibition, % at 9.99 µM. AID 651640; in the data active = CPE inhibition above about 20%, passing the limit was not always enough; inconclusive = no clear call, values can overlap the other calls; tested in BHK-21 cells;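 also: 0% = median of neutral control wells and 100% = median of positive control wells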
XiGFP reactiv: X-chromosome reactivation activator | activation, % at 7.58 µM | 360,000 compounds, 0.055% hits | XiGFP mouse fibroblasts, % GFP-positive cells imaging, 3 d; cells co-treated with 5-aza-dC sensitizer; scaled so ellipticine positive control = 100%;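 active = mean normalized replicate activation at least 10% and every replicate at or above 10%; inconclusive = only one of the two criteria met; inactive = mean below 10% and not all replicates reach 10%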;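 also: 0% = median of on-plate neutral control wells and 100% = ellipticine 6 µM median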
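System: 68-5-11 XiGFP fibroblast line; Timing: 3 days compound exposure; Compound dosing: one concentration, pinned; Benchmarks: positive control ellipticine, 6 µM final; Buffer or medium: DMEM containing 5-aza-dC.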
ERp5 block: blocks human ERp5 reductase activity on insulin; ERp5 insulin aggregation, absorbance 650 nm, 90 min; inhibition, % at 9.99 µM; 350,000 compounds, 0.05% hits;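 active = mean replicate inhibition above about 25%, with every replicate also reaching it, limit read from the data, passing the limit was not always enough; inconclusive = only one of those two criteria met; inactive = neither criterion met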
Target sequence (Q15084 whole entry, looked up): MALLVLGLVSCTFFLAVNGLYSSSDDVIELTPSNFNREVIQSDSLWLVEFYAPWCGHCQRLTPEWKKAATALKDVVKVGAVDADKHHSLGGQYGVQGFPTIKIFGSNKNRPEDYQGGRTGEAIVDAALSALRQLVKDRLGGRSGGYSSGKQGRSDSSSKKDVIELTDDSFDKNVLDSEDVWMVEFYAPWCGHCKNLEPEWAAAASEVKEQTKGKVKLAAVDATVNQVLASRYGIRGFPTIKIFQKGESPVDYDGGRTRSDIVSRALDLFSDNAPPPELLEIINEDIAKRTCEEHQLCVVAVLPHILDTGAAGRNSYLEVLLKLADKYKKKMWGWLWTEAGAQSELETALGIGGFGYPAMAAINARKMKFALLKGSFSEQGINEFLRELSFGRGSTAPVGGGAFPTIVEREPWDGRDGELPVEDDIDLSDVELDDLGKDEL
INS-1E GSIS act: GLuc luminescence reporter in INS-1E cells, primary screen for activators of glucose-dependent secretion of insulin; INS-1E GLuc reporter insulin secretion, 2-3 h; activation, % at 16.6 µM; 370,000 compounds, 0.61% hits; AID 743287;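 active = lowest replicate activation of at least 40%, so every replicate reaches that level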;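 also: 0% = median of neutral control wells and 100% = median of IBMX positive control wells; some compounds called inactive have numbers as strong as hits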
PAX8 inh HTS: PAX8 transcriptional activity inhibition; RMG-I TPO-luciferase reporter, SteadyGlo, 24 h; inhibition, % at 12.6 µM; 360,000 compounds, 1.2% hits; AID 652154;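 active = mean replicate inhibition at least 60% with every replicate also reaching 60%; inconclusive = only one of the two criteria is met; inactive = mean below 60% and not all replicates reaching 60%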;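 also: luciferase light reporting Pax8 driven TPO promoter activity; plate controls were median of neutral control wells for no effect and mitoxantrone controls for full effect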
EWS-Fli block: inhibitors of EWS/Fli oncoprotein transcriptional activity; 350,000 compounds, 0.67% hits; AID 651661; A673 NR0B1-luciferase reporter, viability-normalised; inhibition, % at 12.6 µM;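 active = mean inhibition of at least 50% after viability correction, with every replicate also passing that limit; inconclusive = mean reaches 50% but only one of two replicates passes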;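 also: firefly luciferase signal divided by Alamar Blue viability fluorescence both relative to DMSO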
CFTR F508del cor: CFTR F508del correction in bronchial cells; activity (quench increase), % at 7.58 µM; CFBE cells, YFP halide quenching; stimulated with forskolin plus potentiator P3; % fluorescence drop versus neutral controls; 350,000 compounds, 0.36% hits;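 active = mean added fluorescence quench of at least 8% versus neutral control, with both replicates also reaching 8%; inconclusive = only one of the mean or replicate conditions met; inactive = mean below 8% and not both replicates reaching 8%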;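 also: cells transiently co-express mutant CFTR-F508del with the halide-sensitive YFP; corrector assay measuring rescue of mutant channel to the surface after 24 h compound exposure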
ARNT TACC3 PPI: disrupts binding between human ARNT and TACC3; AlphaScreen His-ARNT PAS-B/GST-TACC3 binding, luminescence; TACC3 fragment carries E629A point mutation; inhibition, % at 9.99 µM; AID 623870; 390,000 compounds, 0.66% hits;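 active = mean inhibition of replicates at least 50% and at least half of replicates each reaching 50%; inconclusive = half or more replicates reach 50% but mean below 50%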;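 also: 0% = complete ARNT plus TACC3 wells and 100% = ARNT alone without TACC3; many hits fall short of the cut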
An asterisk follows results filed as active; ? = inconclusive; nt = not tested or not shown; & = joins results of further samples.

SMILES,PAX8 inh HTS,XiGFP reactiv,CFTR F508del cor,INS-1E GSIS act,ERp5 block,EWS-Fli block,DENV2 CPE rescue,ARNT TACC3 PPI
CSc1ccccc1NC(=O)C1=COCCO1,-13,0.0,-0.1,11,8,-3,1,0
Cc1ccc(CCNC(=O)CN2C(=O)CSc3ccc(S(=O)(=O)N4CCOCC4)cc32)cc1,-13,0.1,-4.2,nt,3,-16,?,nt
Cc1ccc(C(=O)C2CCN(S(=O)(=O)c3c(C)noc3C)CC2)cc1,9,0.1,-1.9,-18,2,13,6,nt
CCC(=O)N(C)C[C@H]1Oc2ncc(-c3ccccc3F)cc2C(=O)N([C@@H](C)CO)C[C@H]1C,nt,0.2,1.6,6,-8,-5,3,0
C=CCNC(=O)CC1C(=O)NCCN1Cc1c(F)cccc1Cl (stereo not drawn),7,0.1,-0.7,16,6,6,13,nt
O=S(=O)(N[C@H]1CC[C@@H](CCn2cc(-c3cccnc3)nn2)O[C@H]1CO)c1ccc(F)cc1,-3,0.0,-0.8,5,3,-1,-10,5
CCOC(=O)C1=C(C)N=c2s/c(=C\c3ccc(C(=O)O)cc3)c(=O)n2C1c1ccc(OC)cc1OC (stereo not drawn),25,0.0,-3.6,-4,1,13,2,2
CC(=O)N[C@H]1C[C@@H]2O[C@H](CO)CC[C@@H]2O[C@@H]1CCc1ccc(-c2ccc(F)cc2)cc1,nt,nt,1.1,nt,1,2,-10,nt
O=C(C[C@@H]1C[C@@H]2c3cc(NC(=O)C4CCC4)ccc3O[C@@H]2[C@H](CO)O1)NCc1cccnc1,-17,0.1,-3.1,3,-5,5,7,nt
C[C@@H]1CCCCO[C@H](CN(C)C(=O)Nc2cccc3ccccc23)[C@@H](C)CN([C@H](C)CO)C(=O)c2cc(NS(=O)(=O)c3ccccc3)ccc2O1,5,0.0,1.9,-8,-1,-5,1,5
O=C(C[C@H]1CC[C@@H](NC(=O)C2CCOCC2)[C@@H](CO)O1)NCc1ccccc1Cl,12,-0.1,-0.7,0,-1,6,4,-5
CS(=O)(=O)c1ccc(C(=O)NCCN2C(=O)S/C(=C\c3cccnc3)C2=O)cc1[N+](=O)[O-],30,0.0,-8.5,29,0,64*,1,-1
CC(C)Oc1ccc(C(=O)O)cc1,-19,0.2,4.6,7,3,2,-4,-7
O=[N+]([O-])c1cc(/C=N/O)ccc1Oc1cccc(Cl)c1,1,0.0,1.2,16,-5,-7,nt,nt
Cc1cccc(NC(=O)CSc2nnc(C)c(=O)n2N)c1,21,-0.2,1.9,2,2,-6,-3,1
COCC1=C([C@H](O)c2ccccc2)[C@H](CO)n2c(=O)n(-c3ccccc3)c(=O)n2C1,8,nt,-1.2,nt,3,-3,1,nt
COC(=O)c1cccc(NC(=O)Cn2cnc3ccccc3c2=O)c1,nt,nt,-0.8,-1,5,10,-2,-7
C[C@H]1CN([C@@H](C)CO)C(=O)c2cc(NC(=O)Nc3ccc4c(c3)OCO4)ccc2O[C@H]1CN(C)Cc1ccncc1,11,-1.0,1.0,7,2,nt,-2,nt
O=C(NCc1ccccc1)C(c1cccnc1)N(C(=O)c1ccccn1)c1ccccc1F (stereo not drawn),0,0.5,0.9,6,3,-3,8,-6
CC(=O)c1ccc(C(=O)N(C)C2CCCN(Cc3ccccc3F)C2)s1 (stereo not drawn),-3,2.6,1.3,7,-5,-10,-6,-5

Four entries from above, set out differently:
Cc1cccc(NC(=O)CSc2nnc(C)c(=O)n2N)c1
- PAX8 inh HTS: 21
- XiGFP reactiv: -0.2
- CFTR F508del cor: 1.9
- INS-1E GSIS act: 2
- ERp5 block: 2
- EWS-Fli block: -6
- DENV2 CPE rescue: -3
- ARNT TACC3 PPI: 1
COCC1=C([C@H](O)c2ccccc2)[C@H](CO)n2c(=O)n(-c3ccccc3)c(=O)n2C1
- PAX8 inh HTS: 8
- XiGFP reactiv: nt
- CFTR F508del cor: -1.2
- INS-1E GSIS act: nt
- ERp5 block: 3
- EWS-Fli block: -3
- DENV2 CPE rescue: 1
- ARNT TACC3 PPI: nt
COC(=O)c1cccc(NC(=O)Cn2cnc3ccccc3c2=O)c1
- PAX8 inh HTS: nt
- XiGFP reactiv: nt
- CFTR F508del cor: -0.8
- INS-1E GSIS act: -1
- ERp5 block: 5
- EWS-Fli block: 10
- DENV2 CPE rescue: -2
- ARNT TACC3 PPI: -7
C[C@H]1CN([C@@H](C)CO)C(=O)c2cc(NC(=O)Nc3ccc4c(c3)OCO4)ccc2O[C@H]1CN(C)Cc1ccncc1
- PAX8 inh HTS: 11
- XiGFP reactiv: -1.0
- CFTR F508del cor: 1.0
- INS-1E GSIS act: 7
- ERp5 block: 2
- EWS-Fli block: nt
- DENV2 CPE rescue: -2
- ARNT TACC3 PPI: nt

(cont.)
SMILES,PAX8 inh HTS,XiGFP reactiv,CFTR F508del cor,INS-1E GSIS act,ERp5 block,EWS-Fli block,DENV2 CPE rescue,ARNT TACC3 PPI
COc1cc(/C=C2\C(=N)N3N=C(C(C)C)SC3=NC2=O)ccc1OCCOc1ccc(NC(C)=O)cc1,38,0.0,-0.1,2,4,-6,12,5
C/C=C/c1ccc([C@@H]2[C@@H](CO)N3C(=O)CN(C(=O)NC4CCCC4)C[C@@H]23)cc1,-20,0.2,-1.2,-4,-1,-5,1,nt
CC(C)(CO)Nc1ncnc2onc(-c3ccc(F)cc3)c12,2,0.1,-1.8,31,-3,3,1,-6
COCCCn1c(SCC(=O)N2CCCC2=O)nc2ccccc2c1=O,-15,0.0,-0.4,nt,1,-3,4,nt
Cc1cnc(C(=O)OCC(=O)NCc2ccc(Cl)cc2)cn1,-4,0.4,2.1,-10,0,-3,1,5
CN(Cc1ccc(F)cc1)C(=O)c1cccc(S(=O)(=O)N2CCN(Cc3ccccc3)CC2)c1,8,0.0,2.6,-37,5,8,-2,nt
CCCN(c1ccc(OCC)cc1)S(=O)(=O)c1ccc2c(c1)NC(=O)CO2,-3,0.1,0.6,-3,5,-2,7,-4
Cc1nnc(SCC(=O)NC2CCCCC2)n(N)c1=O,nt,nt,-2.0,-1,0,6,-4,-5
C[C@H](O)[C@@H]1C(=O)N2CCc3ccc(-c4cccc(F)c4)cc3[C@@H]2C[C@@H]1N(C)C(=O)C(C)(C)C,7,-0.1,1.2,0,-8,8,-2,27
Cc1ccc([N+](=O)[O-])cc1NC(=O)CCc1ccccc1,10,0.0,2.5,10,3,0,nt,-1
COc1ccc(NC(=O)c2ccc3nc[nH]c3c2)c(OC)c1,-21,0.1,2.1,-18,-3,-13,17,3
O=C(NC12CC3CC(CC(C3)C1)C2)c1cc(F)c(F)c(F)c1F,0,0.0,2.5,-8,1,2,-9,-17
Cc1ccc(S(=O)(=O)N(C)C[C@@H]2Oc3ccc(NC(=O)CCC(F)(F)F)cc3C(=O)N([C@@H](C)CO)C[C@@H]2C)cc1,-5,-0.4,-2.1,3,-2,-4,-13,-9
COC(=O)C[C@@H]1CC[C@H]2[C@@H](COc3ccc(NC(=O)c4ccccc4)cc3C(=O)N2C)O1,-3,0.2,2.9,-2,-4,-10,?,-5
O=C(NCc1cccnc1)/C(=C\c1ccc(-c2ccc(Br)cc2)o1)S(=O)(=O)c1ccccc1,30,1.3,6.9,-28,3,59*,-1,-6
CC(=O)N1CCN(c2ccccc2NC(=O)COc2cc(C)cc(C)c2)CC1,4,0.0,-2.7,23,-5,4,20,0
C[C@@H]1CCCCO[C@@H](CN(C)C)[C@H](C)CN([C@H](C)CO)C(=O)c2cc(NC(=O)CCCCCC(=O)Nc3ccccc3N)ccc2O1,-28,0.1,1.3,12,3,-12,-2,6
CC(CCn1cccn1)NC(=O)c1cc(COc2ccc(F)cc2Cl)on1 (stereo not drawn),7,0.2,-0.5,-7,3,-11,9,26
CCNC(=S)N(Cc1cc2cc(C)ccc2[nH]c1=O)C1CCCC1,5,-0.1,nt,22,nt,nt,nt,-24
COc1ccc(C(C)(C)C)cc1NC(=O)COC(=O)CN1C(=O)NC2(CCCCC2C)C1=O (stereo not drawn),-9,0.0,-6.6,-38,-7,4,10,2
COc1ccc(CN(C)C[C@@H]2Oc3c(NC(=O)Nc4ccc(OC)cc4)cccc3C(=O)N([C@H](C)CO)C[C@H]2C)cc1,nt,0.1,0.2,0,3,-6,42*,-2
Cc1ccc(NS(=O)(=O)c2ccc(C(=O)NC3CCN(Cc4ccccc4)CC3)cc2)cc1,14,0.2,2.4,nt,0,1,-5,8
CCOC(=O)Cn1ccc(-c2ccccc2)c(C#N)c1=O,6,0.1,-1.1,7,-2,-5,3,0
C[C@@H]1CN([C@@H](C)CO)C(=O)c2cc(-c3ccc(F)cc3)cnc2O[C@H]1CN(C)C(=O)c1ccccc1F,nt,-0.7,-4.4,-16,3,-5,1,-4
CN(CC(=O)Nc1ccccc1Cl)C(=O)CSc1nc2ccccc2s1,2,0.3,nt,-7,-2,18,1,1
CCN(CC)S(=O)(=O)c1cc(NC(=O)CCCOc2ccc(C(C)=O)cc2)ccc1C,9,0.1,nt,-20,5,18,-4,3
CC(=O)N(C(C)=O)c1ncnc2c1c(-c1ccc(Cl)cc1)nn2C(C)(C)C,45,0.0,3.3,-40,6,10,-2,-7
Cc1sc2nc(CN(C(=O)NC3CCCCC3)C3CCCC3)[nH]c(=O)c2c1C,nt,nt,-2.5,1,1,11,8,1
O=C1CNC[C@H]2[C@H](c3ccc(C#CC4CCCCC4)cc3)[C@H](CO)N12,nt,0.0,-3.1,10,-2,-2,-6,nt
O=C1ON=C(c2ccccc2)/C1=C/c1ccco1,3,-0.1,1.3,-8,-6,-1,0,0
CC(C)c1[nH]nc2c1C(c1ccc(Br)cc1)NC2=O (stereo not drawn),9,0.5,0.8,24,2,-4,3,nt
COc1ccccc1CN1C[C@@H]2N[C@H](C1)C2c1ccc(-c2cccc(C#N)c2)cc1 (stereo partly drawn),14&0,0.0&0.0,-1.8&1.6,4&-4,nt,23&-6,?,nt
NC(=S)N/N=C/c1cccc(Br)c1,-18,0.1,0.6,12,-1,11,nt,7
C[C@H](CO)N1C[C@H](C)[C@H](CN(C)C(=O)Cc2ccncc2)Oc2ncc(C3=CCCC3)cc2C1=O,-18,0.0,-2.7,16,1,-9,10,5
CCCCN(C(=O)c1cccc(S(=O)(=O)N2CCOCC2)c1)c1c(N)n(CCC)c(=O)[nH]c1=O,-26,0.1,1.5,12,1,-30,-4,1
Cc1ccc(OCC(=O)N2CCCCCCC2)cc1C,-77,0.0,-2.7,-8,3,-52,-2,1
O=C(NNS(=O)(=O)c1ccc(Br)cc1)c1sccc1-n1cccc1,-1,0.0,-3.9,-3,-16,-5,5,-3
CCOc1cc(/C=N/N2CCOCC2)ccc1OCc1ccc(C(=O)OC)o1,13,0.0,-3.3,4,7,4,-5,17
O=C(NCCN1CCOCC1)c1cc(-c2cccs2)nc2ccccc12,9,0.2,1.2,9,0,nt,-4,5
CCCNC(=O)C[C@H]1C[C@@H]2c3cc(N(C)C)ccc3O[C@@H]2[C@@H](CO)O1,nt,-0.1,0.7,1,-1,-12,-2,10
CC(C)(C)N(Cc1nc(-c2ccccc2)no1)C(=O)c1ccc2c(c1)OCO2,6,0.0,-0.5,-16,-5,2,18,-2
